Source: PubChem BioAssay
Epigenetic reg: regulators of epigenetic silencing causing reporter derepression in mouse cells; murine LDR cells, GFP reporter derepression, 30 h; Potency, µM (top dose mostly 53.9 µM), for inactives: top-dose GFP activation, most hits filed as activators; 280,000 tested, 0.2% active; further: % of control where 0% means no effect; nearly all actives have a fitted effect of over 60% in size
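In this reporter-derepression format, murine cells bearing a silenced integrated CMV-GFP locus incubate with test compound (30 h, 37 C), then are washed and imaged; fluorescent objects of 20–120 um count as induced cells.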
Luc counter: Kinase-Glo luciferase inhibition (counter-screen); Q27757; Kinase-Glo luciferase, ATP luminescence, 8 min; Potency, µM (doses to about 38.3 µM), inactives show at the highest dose activity change, negative = inhibition, usual class: inhibitors; 200,000 tested, 0.28% active; AID 1379; further: on the % scale 0 is the no-effect control and ±100 the full control effect; nearly all actives have a fitted effect of over 60% in size
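Light output from Kinase-Glo luciferase with luciferin and 10 uM ATP in 50 mM imidazole pH 7.2, KCl, MgCl2, Tween 20, BSA; compound pin-delivered, 8-min ambient incubation, then luminescence read.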
SMN2 splice up: increases expression of the SMN2 splice variant. Potency, µM (titrated, usually from 46.1 µM), inactives show at the highest dose activity change, positive = activation, hits mostly activators. HEK293 SMN2-luciferase splicing reporter, luminescence, 30-36 h. 210,000 tested, 2.8% active; further: % of control where 0% means no effect; nearly all actives have a fitted effect of over 55% in size
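HEK293 cells carry an SMN2 […]–luciferase reporter in which exon 7 inclusion puts luciferase in frame. Cells were plated 10-12 h before compound addition, then incubated 30-36 h at 37C. ONE-Glo luminescence was read; sodium butyrate at 4.5 mM final served as control.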
NPSR antag: antagonists of human neuropeptide S receptor cAMP signaling | Q6W5P4 | CHO-NPSR cells, cAMP TR-FRET, antagonist mode | Potency, µM (series often up to 38.3 µM), inactives show top-dose activity change, negative = inhibition, actives largely listed as inhibitors | 220,000 tested, 1% active | AID 1461; further: on the % scale 0 is the no-effect control and ±100 the full control effect; nearly all actives have a fitted effect of over 50% in size; many of its hits are not listed in these tables
Target sequence (Q6W5P4 whole entry, looked up): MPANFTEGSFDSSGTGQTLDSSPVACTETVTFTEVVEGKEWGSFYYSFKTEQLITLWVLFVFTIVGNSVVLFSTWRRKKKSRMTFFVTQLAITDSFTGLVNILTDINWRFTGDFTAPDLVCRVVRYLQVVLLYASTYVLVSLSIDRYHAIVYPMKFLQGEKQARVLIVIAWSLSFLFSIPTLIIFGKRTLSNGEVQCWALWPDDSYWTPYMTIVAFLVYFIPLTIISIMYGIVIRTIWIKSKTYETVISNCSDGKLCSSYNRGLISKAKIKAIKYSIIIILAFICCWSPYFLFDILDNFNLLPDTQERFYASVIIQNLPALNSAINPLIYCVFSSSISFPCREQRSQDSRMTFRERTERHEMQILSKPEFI
KDM4E inh: JMJD2E (human) inhibition; B2RXH2; JMJD2E catalytic domain, FDH-coupled NADH fluorescence (FDH is formaldehyde dehydrogenase); Potency, µM (series often up to 57.1 µM), for inactives: at the highest dose activity change, negative = inhibition, usual class: inhibitors; 230,000 tested, 1.6% active; active means well fitted inhibition curve with a large enough effect, not every such curve was filed as active; inconclusive means small, poorly fitted or top-dose-only effect, or another doubt; inactive means no such curve, though single readings can be large or run the other way;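 further: 0% = wells with enzyme and -100% = buffer wells without enzyme; nearly all actives have a fitted effect of over 50% in size; many of its hits are not listed in these tables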
Target sequence (B2RXH2 1-337 limits assumed): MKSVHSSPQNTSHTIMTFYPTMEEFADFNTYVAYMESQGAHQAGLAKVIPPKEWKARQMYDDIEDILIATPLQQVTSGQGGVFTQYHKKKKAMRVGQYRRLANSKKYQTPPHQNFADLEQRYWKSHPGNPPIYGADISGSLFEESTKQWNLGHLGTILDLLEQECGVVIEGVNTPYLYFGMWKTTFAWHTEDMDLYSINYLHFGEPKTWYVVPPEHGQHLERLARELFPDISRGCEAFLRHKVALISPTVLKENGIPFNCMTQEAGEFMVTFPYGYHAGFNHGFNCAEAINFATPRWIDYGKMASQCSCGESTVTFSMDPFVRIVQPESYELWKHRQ
RECQ1 inh: blocks DNA unwinding by human RECQ1. P46063. RECQ1 DNA unwinding, red fluorescence kinetic read. Potency, µM (top dose mostly 57.3 µM), for inactives: top-dose activity, negative = inhibition, actives largely listed as inhibitors. 240,000 tested, 0.54% active;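 further: plate controls were vehicle for no effect and no enzyme for full effect; nearly all actives have a fitted effect of over 30% in size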
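RECQ1T1 50 nM; forked duplex (20 bp + 30-nt ss tails) 200 nM, ATP 2 mM final; pH 8.0, 2 mM MgCl2, 2.5 ug/ml poly(dI-dC); 15 min compound preincubation; discontinuous kinetic read over 2 h at RT.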
IMPase Li cell: membrane-permeable IMPase blocker, potentiated with lithium; Potency, µM (doses to about 59.4 µM), for the others: at the top dose activity, negative = IMPase inhibition, actives largely listed as inhibitors; AID 1457; CHO-M1 cells, IP1 TR-FRET (IP-One), carbachol + lithium; 210,000 tested, 0.35% active;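 further: IP1 builds up when IMPase is blocked and the TR-FRET signal falls; plate controls were basal vehicle for no effect and high inhibitor control for full effect; nearly all actives have a fitted effect of over 50% in size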
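Lithium-sensitised IP1 accumulation assay; M1-expressing CHO cells treated 30 min at 37C with compound. Competitive antibody detection by time-resolved FRET followed a 10 min room-temperature lysis step.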
RGS12 GoLoco inh: RGS12 GoLoco-Gai1 interaction inhibition | P63096 | Gai1:RGS12 GoLoco peptide FP, rhodamine, 10 min | Potency, µM (doses to about 61.6 µM), for inactives: at the highest dose activity, negative = inhibition, hits mostly inhibitors | 230,000 tested, 0.44% active | AID 880; active means well fitted inhibition curve with a large enough effect, not every such curve was filed as active; inactive means no such curve, though single readings can be large or run the other way; further: on the % scale 0 is the no-effect control and ±100 the full control effect; nearly all actives have a fitted effect of over 30% in size; many of its hits are not listed in these tables
Target sequence (P63096 whole entry, looked up): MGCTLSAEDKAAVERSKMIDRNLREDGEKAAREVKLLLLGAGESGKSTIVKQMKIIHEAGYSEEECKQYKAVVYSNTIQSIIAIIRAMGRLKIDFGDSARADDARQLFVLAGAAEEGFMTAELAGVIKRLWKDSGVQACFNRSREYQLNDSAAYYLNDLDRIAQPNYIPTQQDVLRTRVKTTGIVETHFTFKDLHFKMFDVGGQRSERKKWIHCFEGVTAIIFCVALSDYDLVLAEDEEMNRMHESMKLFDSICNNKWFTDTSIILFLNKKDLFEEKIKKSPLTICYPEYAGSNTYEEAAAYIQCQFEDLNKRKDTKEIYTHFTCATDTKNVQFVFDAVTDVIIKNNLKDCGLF
* hit, by the source's call; i = inactive; ? = inconclusive; / = no result given; & = joins results of further samples; [ ] = dose if it differs, or a comment. Unless noted, the call rests on the fitted dose curve; in most records, active means well fitted curve in the direction sought with a large enough effect; inconclusive means small, poorly fitted or top-dose-only effect, or another doubt; inactive means no such curve, though single readings can be large; an effect the other way counts as inactive or inconclusive. Potency means the concentration at half of the fitted maximal effect. Some of the compounds tested, so the mix of outcomes need not match the whole.

SMILES	Epigenetic reg	Luc counter	SMN2 splice up	NPSR antag	KDM4E inh	RECQ1 inh	IMPase Li cell	RGS12 GoLoco inh
C=Cc1cccc(C)c1	/	/	-2.7%	/	/	-5.5%	-7.4%	-0.4%
COc1ccc(OC)c(C2CC(=O)c3c([nH]c(C(=O)OC(C)C)c3C)C2)c1 (stereo unspecified)	16.2%	0.0%	-35.6%	?	-1.8%	5.6%	20.9%[38.3 µM]	11.2%
Cc1ccc(CCN2CC(C(=O)N3CCN(c4ccc(F)cc4)CC3)CC2=O)cc1 (stereo unspecified)	-1.1%	-2.6%	-17.2%	-14.0%[46.1 µM]	-5.8%	-10.1%	-1.4%[38.3 µM]	-3.6%
O=C(NC1CCCCCC1)C1CCN(S(=O)(=O)c2ccc(F)cc2)CC1	-0.2%	9.0%	-10.2%	-4.6%[46.1 µM]	3.9%	i	-0.7%[38.3 µM]	4.6%
COc1ccc([N+](=O)[O-])cc1NC(=O)c1ccc(CN(c2ccccc2)S(C)(=O)=O)cc1	0.0%	5.7%	-23.3%	-19.9%[46.1 µM]	-2.9%	-0.4%	10.0%	-21.5%
COC1=C(OC)C(=O)C(C/C=C(\C)CC/C=C(\C)CC/C=C(\C)CC/C=C(\C)CC/C=C(\C)CC/C=C(\C)CC/C=C(\C)CC/C=C(\C)CC/C=C(\C)CCC=C(C)C)=C(C)C1=O	-3.1%	2.0%[39.9 µM]	/	/	/	-8.3%	-4.8%	-2.3%
Cc1cc(C)nc(N(C#N)Cc2ccccc2C)n1	13.3%	5.5%	-9.8%	-12.3%	-25.4%	i	1.3%	-9.7%
Cc1cc(C)c(C#N)c(SCS(=O)Cc2ccccc2)n1 (stereo unspecified)	-1.0%	-1.4%	8.4%	-13.6%[46.1 µM]	6.5%	-0.4%	-7.2%[38.3 µM]	-12.6%
CCc1ccc(S(=O)(=O)N2CC(=O)Nc3ccccc32)cc1	-1.0%	-1.3%	10.5%	-2.5%[46.1 µM]	4.5%	i	27.2%[38.3 µM]	5.5%
CCOC(=O)c1nc2nc(C)cc(=O)n2[nH]1	-0.1%	-3.4%	17.0%	18.2%[46.1 µM]	-3.9%	i	1.8%[38.3 µM]	12.6%
CCn1c(C2CC(=O)N(c3cc(C)cc(C)c3)C2)nc2ccccc21 (stereo unspecified)	0.9%	-1.6%	7.9%	-11.0%[46.1 µM]	7.1%	-8.2%	26.1%[38.3 µM]	5.4%
O=C(CN1C(=O)c2ccccc2C1=O)NCC(=O)OCC(=O)c1ccc(Cl)cc1	0.0%	-0.2%	5.1%	-8.3%	-4.1%	2.5%	4.0%	-9.9%
Cc1ccc(O)c(N=Cc2sc3ccccc3c2Cl)c1	1.0%	1.3%	-6.6%	-6.8%	25.1µM*	-5.3%	8.2%	-3.4%
COc1cnc(NS(=O)(=O)c2ccc(N)cc2)nc1	0.2%	-2.7%	-8.9%	7.5%	0.4%	-6.3%	-8.8%&-1.6%&-4.2%	5.0%
CC(C)(CS)C(=O)N1CCC[C@H]1C(=O)O	-1.4%[16.9 µM]	2.4%[17.1 µM]	-6.2%[20.6 µM]	/	-6.0%[25.5 µM]	-10.0%[25.9 µM]	-3.6%	4.5%[21.6 µM]
Cc1c(/C(O)=C2\C(=O)C(=O)N(CCN(C)C)C2c2cccs2)cnn1-c1ccccc1 (stereo unspecified)	0.0%	2.5%	-18.9%	-15.3%[46.1 µM]	-5.6%	20.6%	10.4%[38.3 µM]	-23.4%
Cc1ccc(C(N)=Nc2ccccc2)cc1	0.0%	-4.5%[7.66 µM]	-2.4%[9.22 µM]	-18.7%	-4.4%	8.2%	-2.8%	7.7%[14.2 µM]
CCn1cc(C2=NCC(C)O2)c2ccccc21 (stereo unspecified)	1.0%	1.3%	10.7%	4.1%[46.1 µM]	-14.2%	-1.5%	35.2%[activator][38.3 µM]	1.2%
CCCOC(=O)C1=C(C)NC2=C(C(=O)C(C(=O)OC)C(C)C2)C1c1ccc(N(CC)CC)cc1 (stereo unspecified)	0.0%	1.1%	-0.8%	-21.7%	?	-9.4%	12.6%	-6.2%
CCOc1cc2[nH]c(=O)n(Cc3cccc(OC)c3)c(=O)c2cc1OCC	-1.9%	-1.3%	-6.4%	-10.8%[46.1 µM]	2.1%	i	-5.2%[38.3 µM]	7.9%
Fc1ccc(Cn2nnnc2C(c2ccc(Cl)cc2)N2CCSCC2)cc1 (stereo unspecified)	1.8%	0.1%	-5.0%	?	-8.7%	-8.1%	16.4%	4.3%
CN(C)C(=O)/C(C#N)=C\c1cc(Br)c(Sc2ccc(Cl)cc2)o1	-1.9%	-2.1%	-21.7%	-43.8%	-129.3%	i	17.3%	4.0%
CC1CCN(CC(=O)NCc2ccco2)CC1	-0.1%	-1.3%	11.1%	10.8%	-0.1%	-1.9%	-2.2%	1.3%
COc1cc(NC(=O)CSc2nnc(Cn3nnc4ccccc43)n2C)cc(OC)c1	-2.0%	2.3%	-1.6%	1.1%[46.1 µM]	-3.1%	1.2%	5.1%	10.1%
CCSc1oc(-c2ccccc2)nc1S(=O)(=O)c1ccccc1	-1.1%	1.9%	-22.4%	?	-2.4%	-2.9%	40.2%[activator][38.3 µM]	19.4%

Carrying on:
SMILES	Epigenetic reg	Luc counter	SMN2 splice up	NPSR antag	KDM4E inh	RECQ1 inh	IMPase Li cell	RGS12 GoLoco inh
COc1ccc(OCCSCc2nnc(NC(=O)Nc3ccc(Cl)cc3)s2)cc1	-1.0%	0.5%	-23.7%	17.5%	13.6%	-8.6%	-2.1%	7.5%
O=C(NCCc1csc(-c2cccnc2)n1)c1ccco1	1.7%	-1.3%	-9.6%	5.1%[46.1 µM]	?	-1.5%	14.3%[38.3 µM]	-0.6%
O=C(NC1CCCc2ccccc21)c1cc(S(=O)(=O)N2CCOCC2)ccc1F (stereo unspecified)	-0.3%	4.3%	-4.3%	-8.4%	-0.4%	-10.3%	12.6%	-8.5%
O=C(CSc1nc2cccnc2n1Cc1ccccc1)NCc1ccco1	-1.0%	-0.8%	19.0%	-4.1%[46.1 µM]	-20.3%	-9.2%	10.1%[38.3 µM]	8.0%
CCN(Cc1ccccc1)C(=O)CSc1nc(C)cc(=O)[nH]1	0.8%	-0.7%	3.5%	-2.5%	3.0%	i	-8.0%	1.4%
CCN1CCN(C(=O)CN(c2ccccc2C)S(C)(=O)=O)CC1	0.0%	-5.7%	/	11.3%[46.1 µM]	1.3%	i	21.7%[38.3 µM]	8.2%
O=C(Nc1nc2ccccc2[nH]1)c1cccs1	-0.2%	?	3.55µM*	-16.2%	?	-1.8%	4.2%	6.3%
Cc1ccc(C(=O)C(OC(=O)CN2C(=O)c3ccccc3C2=O)c2ccccc2)cc1C (stereo unspecified)	-0.9%	2.9%	0.9%	-14.0%[46.1 µM]	2.8%	-8.4%	2.6%[38.3 µM]	3.5%
O=C(/C=C/c1ccccc1[N+](=O)[O-])NC1CCCC1	-0.9%	0.8%	28.5%	-2.7%	-4.9%	-7.3%	4.8%	20.9%
Cc1ccc(N(C=NC#N)CC(=O)N2CCN(c3ccccc3)CC2)cc1	0.0%	-0.9%	19.3%	-6.1%[46.1 µM]	2.0%	-5.0%	13.0%[38.3 µM]	5.4%
O=C(COC(=O)c1ccc(O)cc1O)NC1CCS(=O)(=O)C1 (stereo unspecified)	0.0%	/	/	13.1%	-7.0%	i	/	1.0%
Cc1nnc(C)c2c(C)n(-c3cccc4cccnc34)c(C)c12	7.3%	-1.1%	-1.8%	?	?	13.3%	12.5%	18.5%
COc1ccc(CC(=O)Nc2nnc(-c3cccc([N+](=O)[O-])c3)s2)cc1	3.1%	-4.5%	15.6%	3.9%	4.8%	i	10.8%	7.2%
O=C(NCCCn1ccnc1)c1ccc(Cl)cc1[N+](=O)[O-]	-1.3%	/	/	20.0%	-2.8%	-2.0%	17.5%	1.4%
Cc1cccc(C2=NNC(=O)C(c3ccc(Cl)cc3)C2)c1 (stereo unspecified)	2.6%	1.8%	-14.8%	-17.2%	-4.8%	-19.9%	8.4%	-14.4%
O=C(Nc1cc(=O)[nH]c(=O)[nH]1)c1cccc(Br)c1	3.1%	-4.2%	?	1.0%	-11.0%	i	-2.5%	7.4%
CCN1C=C(Cc2ccccc2C)C2=C(C1)C(c1ccccc1C)C(C#N)=C(N)O2 (stereo unspecified)	-1.2%	-3.0%	6.1%	?	?	i	46.2%[activator][38.3 µM]	150.5%[activator]
Cc1ccc(/C=C/C(=O)NCc2ccncc2)cc1	-0.9%	/	/	-2.0%[46.1 µM]	?	-0.1%	/	/

Rewritten as a markdown table: 8 of the compounds above
| canonical_smiles | Epigenetic reg | Luc counter | SMN2 splice up | NPSR antag | KDM4E inh | RECQ1 inh | IMPase Li cell | RGS12 GoLoco inh |
| --- | --- | --- | --- | --- | --- | --- | --- | --- |
| O=C(COC(=O)c1ccc(O)cc1O)NC1CCS(=O)(=O)C1 (stereo unspecified) | 0.0% | / | / | 13.1% | -7.0% | i | / | 1.0% |
| Cc1nnc(C)c2c(C)n(-c3cccc4cccnc34)c(C)c12 | 7.3% | -1.1% | -1.8% | ? | ? | 13.3% | 12.5% | 18.5% |
| COc1ccc(CC(=O)Nc2nnc(-c3cccc([N+](=O)[O-])c3)s2)cc1 | 3.1% | -4.5% | 15.6% | 3.9% | 4.8% | i | 10.8% | 7.2% |
| O=C(NCCCn1ccnc1)c1ccc(Cl)cc1[N+](=O)[O-] | -1.3% | / | / | 20.0% | -2.8% | -2.0% | 17.5% | 1.4% |
| Cc1cccc(C2=NNC(=O)C(c3ccc(Cl)cc3)C2)c1 (stereo unspecified) | 2.6% | 1.8% | -14.8% | -17.2% | -4.8% | -19.9% | 8.4% | -14.4% |
| O=C(Nc1cc(=O)[nH]c(=O)[nH]1)c1cccc(Br)c1 | 3.1% | -4.2% | ? | 1.0% | -11.0% | i | -2.5% | 7.4% |
| CCN1C=C(Cc2ccccc2C)C2=C(C1)C(c1ccccc1C)C(C#N)=C(N)O2 (stereo unspecified) | -1.2% | -3.0% | 6.1% | ? | ? | i | 46.2%[activator][38.3 µM] | 150.5%[activator] |
| Cc1ccc(/C=C/C(=O)NCc2ccncc2)cc1 | -0.9% | / | / | -2.0%[46.1 µM] | ? | -0.1% | / | / |
